BoNT A protease = inhibitors of Botulinum neurotoxin A light chain protease | AID 588499 | 360,000 compounds, 0.17% hits | inhibition, % at 10 µM | multiplex microsphere protease substrate cleavage, flow cytometry; note: plate controls were buffer without enzyme for full effect and enzyme alone for no effect
Anthrax LF inh2 = anthrax lethal factor protease inhibition; P15917; multiplex microsphere protease cleavage assay, LF; inhibition, % at 10 µM; 360,000 compounds, 0.12% hits; AID 588501; note: plate controls were buffer without enzyme for full effect and enzyme alone for no effect
Target sequence (P15917 whole entry, looked up): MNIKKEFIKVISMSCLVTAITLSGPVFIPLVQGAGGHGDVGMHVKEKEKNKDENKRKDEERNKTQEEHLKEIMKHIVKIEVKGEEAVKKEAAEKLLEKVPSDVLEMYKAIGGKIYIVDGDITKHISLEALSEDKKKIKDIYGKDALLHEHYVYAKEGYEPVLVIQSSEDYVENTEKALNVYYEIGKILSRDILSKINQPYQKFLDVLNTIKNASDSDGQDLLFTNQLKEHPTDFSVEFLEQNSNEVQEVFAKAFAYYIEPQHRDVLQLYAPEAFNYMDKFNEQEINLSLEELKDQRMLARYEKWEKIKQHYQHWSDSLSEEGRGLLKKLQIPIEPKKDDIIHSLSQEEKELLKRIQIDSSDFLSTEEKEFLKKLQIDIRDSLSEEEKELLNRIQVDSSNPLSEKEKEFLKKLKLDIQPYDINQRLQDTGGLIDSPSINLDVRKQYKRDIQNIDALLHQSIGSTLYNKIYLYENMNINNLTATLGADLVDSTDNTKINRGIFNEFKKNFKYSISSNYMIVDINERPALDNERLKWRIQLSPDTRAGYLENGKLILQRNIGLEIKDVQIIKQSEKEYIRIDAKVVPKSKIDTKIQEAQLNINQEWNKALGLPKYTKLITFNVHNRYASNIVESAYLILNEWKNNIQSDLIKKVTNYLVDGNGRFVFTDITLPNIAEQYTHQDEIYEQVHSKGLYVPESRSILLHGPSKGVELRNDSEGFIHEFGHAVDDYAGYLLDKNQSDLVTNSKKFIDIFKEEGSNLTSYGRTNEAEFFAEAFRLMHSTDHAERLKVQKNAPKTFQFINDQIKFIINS
SARS 3CLpro inh = SARS-CoV 3CLpro protease inhibition; inhibition, % at 6 µM; recombinant SARS-CoV 3CLpro, quenched FRET peptide cleavage; 290,000 compounds, 0.14% hits; P0C6X7; AID 1706; in the data active = inhibition above about 12%
PfHsp40 yeast = rescue of PfHsp40-mediated yeast toxicity | growth rescue, % at 12.5 µM | S. cerevisiae expressing PfHsp40, growth rescue, ATP luminescence | 340,000 compounds, 0.68% hits; in the data active = growth rescue above about 28%, passing the limit was not always enough;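 note: yeast W303a lacking pdr1 and pdr3 grown in galactose medium; growth measured after three days at 30 °C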
PriA SSB inh = inhibitors of Klebsiella pneumoniae PriA binding to SSB C-terminal tail. AlphaScreen SSBct-PriA binding, biotinylated peptide. inhibition, % at 33 µM. 430,000 compounds, 0.6% hits; in the data active = inhibition mostly above about 37%, no sharp cut-off; inactive = mostly below about 20%;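 note: plate controls were negative control peptide for no effect and reference peptide for full effect; strong numbers were not always called active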
TcdB GH inh = blocks C. difficile toxin B glycohydrolase activity; 350,000 compounds, 0.24% hits; AID 652162; P18177; inhibition, % at 9.99 µM; TcdB glycohydrolase enzymatic assay, plate reader; in the data active = inhibition above about 10%
BH1578 lux ind = quorum light induction in luxS cqsA deficient V. cholerae | V. cholerae BH1578 lux reporter, luminescence, 6 h | activation, % at 18.7 µM | 350,000 compounds, 0.16% hits | AID 588436; in the data active = activation mostly above about 9.7%, no sharp cut-off; note: not every result past the cut was called active; inactives centre near 0; reference of the scale not given here
DUSP3 inh = inhibitors of human VHR1 phosphatase (DUSP3). 290,000 compounds, 0.52% hits. inhibition, % at 13.3 µM. recombinant VHR phosphatase, pNPP absorbance; in the data active = inhibition above about 50%; note: some compounds called inactive have numbers as strong as hits
Target sequence (P51452 whole entry, looked up): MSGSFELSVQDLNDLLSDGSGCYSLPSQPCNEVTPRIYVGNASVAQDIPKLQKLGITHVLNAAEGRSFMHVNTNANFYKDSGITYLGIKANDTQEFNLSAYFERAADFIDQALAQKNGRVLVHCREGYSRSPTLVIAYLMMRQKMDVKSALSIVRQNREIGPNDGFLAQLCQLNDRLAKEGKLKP
CCHF vOTU inh = blocks the CCHF virus ovarian tumor domain protease; CCHFV vOTU protease, Pep-AMC fluorescence; 370,000 compounds, 0.55% hits; inhibition, % at 11.5 µM; in the data active = inhibition above about 30%; note: 0% = vehicle wells with enzyme and 100% = no enzyme wells
Yp Topo-I inh = blocks Yersinia pestis topoisomerase I activity; Y. pestis Topo-I cleavage product accumulation, plate reader; 360,000 compounds, 0.064% hits; AID 504884; activity, % at 10 µM; in the data active = activity above about 50%, passing the limit was not always enough; note: inactives centre near 2
An asterisk follows results filed as active; i = inactive; . = no result given; & = joins results of further samples. Cut-off read from the data, not from the text of the source, unless noted: active = inhibition above about 30%; inconclusive = no clear call, values can overlap the other calls; inactive = below that. The list is partial; rates above refer to the full screens.

SMILES	BoNT A protease	Anthrax LF inh2	SARS 3CLpro inh	PfHsp40 yeast	PriA SSB inh	TcdB GH inh	BH1578 lux ind	DUSP3 inh	CCHF vOTU inh	Yp Topo-I inh
COc1ccc(N(CC(=O)N2c3ccccc3CC2C)S(=O)(=O)c2c(C)nn(C)c2C)cc1 (configuration not stated)	-0.1	-6	-2	0.3	5	1.8	i	21	1	28
Cc1noc(C)c1S(=O)(=O)NC(=O)C1(C)CCN1C(=O)C1(c2ccc(Cl)cc2)CCC1 (configuration not stated)	-0.7	3	.	.	.	-0.4	0.3	.	8	2
CCCn1c(SCC(=O)N2CCOCC2)nnc1-c1ccncc1	-2.2	1	-2	-1.2	-9	0.4	-0.3	14	3	5
COc1ccc(CNS(=O)(=O)c2ccc3c(c2)N(C(C)=O)CC(C)S3)cc1 (configuration not stated)	1.2	0	-4	0.9	-5	0.6	-0.5	1	6	21
Cc1ccc(C)c(NC(=O)CCc2nnc3ccc(NCc4ccco4)nn23)c1	0.7	0	4	-0.5	-3	-1.0	-0.2	-2	17	10
Cc1cc(C(=O)CSc2nnc(Cc3ccccc3)o2)c(C)n1Cc1ccc2c(c1)OCO2	0.2	3	5	1.7	-1	.	-0.3	16	0	20
Cc1ccc(S(=O)(=O)NCc2ccccc2)cc1C(=O)NCC(C)(C)N1CCOCC1	4.0	5	.	-0.8	7	2.1	-0.7	.	-7	-11
O=C(c1ccco1)N1CCN(S(=O)(=O)c2cccc([N+](=O)[O-])c2)CC1	-0.5	-2	3	-1.7	-15	-0.6	-0.2	21	-11	-4
O=C(NCC1CCCO1)C1CC(=O)N(C2CCCCCC2)C1 (configuration not stated)	-0.1	0	-2	2.3	3	.	i	24	-2	6
Cc1ccc2oc(C(=O)NCC(c3ccco3)N3CCCC3)c(C)c2c1 (configuration not stated)	0.3	-2	8	0.0	14	0.1	-0.6	-6	7	25
O=C(c1cccs1)N1CCN(C(=O)N2CCOCC2)CC1	0.7	1	-1	-1.9	-9&-19	.	-0.2	14	-11	-2
CC(NC(=O)Nc1ccc(F)cc1)C(c1cccs1)N1CCCC1 (configuration not stated)	0.1	-2	3	-2.0	-3	1.0	-0.3	15	13	-3

Filtered by structure: the compounds so far with a thiophene ring, fused or not.
SMILES	BoNT A protease	Anthrax LF inh2	SARS 3CLpro inh	PfHsp40 yeast	PriA SSB inh	TcdB GH inh	BH1578 lux ind	DUSP3 inh	CCHF vOTU inh	Yp Topo-I inh
O=C(c1cccs1)N1CCN(C(=O)N2CCOCC2)CC1	0.7	1	-1	-1.9	-9&-19	.	-0.2	14	-11	-2
CC(NC(=O)Nc1ccc(F)cc1)C(c1cccs1)N1CCCC1 (configuration not stated)	0.1	-2	3	-2.0	-3	1.0	-0.3	15	13	-3

Other compounds
SMILES	BoNT A protease	Anthrax LF inh2	SARS 3CLpro inh	PfHsp40 yeast	PriA SSB inh	TcdB GH inh	BH1578 lux ind	DUSP3 inh	CCHF vOTU inh	Yp Topo-I inh
COc1ccc(/C=C2\SC(=S)N(CCC(=O)N(CCO)Cc3ccccc3)C2=O)cc1OC	12	12	-2	0.9	-2	-0.4	i	57*	-10	2
CCCCN(CC)CCCNC(=O)c1cn(CC)c2ccc(S(=O)(=O)N3CCc4ccccc4C3)cc2c1=O	-0.6	-7	-6	-1.7	1	0.5	-0.4	18	5	15
Cc1ccc(C)c(OCC(=O)Nc2ccc(N3CCOCC3)cc2)c1	-0.1	-9	-2	1.9	19	-1.3	-1.8	29	-1	-10
O=C(CSc1nc(-c2ccco2)cc(C(F)(F)F)n1)NCCc1ccccc1	1.1	0	1	-0.8	-11	.	1.1	0	9	15
O=C(NNc1c2ccccc2nc2ccccc12)c1ccc(O)cc1O	-2.1	-54	1	3.1	69	.	i	26	-11	-23
NC1=C(Br)C(=O)c2ccccc2C1=O	-0.7	12	1	7.5	6	-0.5	-0.6	13	91*	0
CCOC(=O)C1(Cc2cccc(OC)c2)CCCN(C(=O)CCSC)C1 (configuration not stated)	-0.5	-8	4	-0.1	-6	-0.5	0.8	44	-1	10
COc1ccc(OCC(O)CN(C2CCCCC2)C2CCCCC2)cc1 (configuration not stated)	1.6	2	-4	-1.0	-1	.	3.8	38	0	10
COC(=O)[C@H](Cc1c[nH]c2ccccc12)NC(=O)NCc1ccc(OC)cc1	-1.2	-10	-1	1.3	9	0.7	-10	27	-11	-4
Cc1cc(C)c2oc(-c3ccc(Cl)c(NC(=O)c4ccc(C#N)cc4F)c3)nc2c1	0.3	0	-4	7.2	-15	.	3.6	-2	5	3
COc1cccc(CNn2c(-c3cccc(C)c3)nc3ccccc3c2=O)c1O	0.2	-4	-2	-0.6	-2	.	1.7	24	-9	18
CSCC[C@H](NC(=O)OC(C)(C)C)c1nnc(SCc2ccc(F)cc2)o1	-1.0	-6	1	2.4	1	.	i	25	20	31
CN(C)c1ccnc(C(=O)O)c1	-0.2	-1	2	0.1	-19&-10	1.2	-0.4	18	-5	-2
O=C(NC(=S)Nc1ccc(N2CCOCC2)cc1)c1cncc(Br)c1	1.1	-2	-2	0.9	-8	.	-0.2	-4	-1	2
Cc1cc(C)c(S(=O)(=O)Nc2ncn[nH]2)c(C)c1	-0.4	-2	-4	-0.7	-6	0.4	-0.1	4	-1	6
COC(=O)c1cc(C(=O)N2CCN(c3ncccn3)CC2)cc([N+](=O)[O-])c1	1.1	6	-8	-1.5	-8	0.0	-0.2	31	4	5
CCOc1ccccc1NC(=O)N1CCC(NC(=O)c2ccccc2C)CC1	-0.4	-5	3	-0.7	2	.	-0.6	14	-19	2
O=C(Nc1ccccc1)c1nsnc1C(=O)Nc1ccccc1	-0.6	0	0	1.7	-2	0.0	-0.3	14	5	3
O=C(Nc1ccc2c(c1)N(S(=O)(=O)c1cccs1)CCC2)c1c(F)cccc1F	2.0	-5	.	0.2	3	-0.1	i	.	1	4
O=C(COC(=O)CNC(=O)c1ccccc1)Nc1ccc(S(=O)(=O)N2CCOCC2)cc1	-0.3	-2	2	-2.5	-6	1.2	i	9	11	-5
CC(/C=C/c1ccccc1)=N\NC(=O)Cn1cncn1	-2.7	6	-3	1.4	.	-2.0	-0.7	23	-5	-10
CCOc1ccc(S(=O)(=O)NCCC(=O)N2CCCC(C)C2)cc1 (configuration not stated)	-3.3	-3	.	-0.3	-18	2.5	i	.	-7	3
COc1ccc(CCNC(=O)CN(c2ccc(OC)cc2)S(C)(=O)=O)cc1	-0.3	-8	0	-0.6	-13	0.7	i	38	-7	-10
Cc1cccc(C)c1-n1nnnc1C1(C)CCC(=O)N1CC(F)(F)F (configuration not stated)	-1.2	-3	.	.	.	0.4	.	.	8	.

In a second layout: results already given.
| mol | BoNT A protease | Anthrax LF inh2 | SARS 3CLpro inh | PfHsp40 yeast | PriA SSB inh | TcdB GH inh | BH1578 lux ind | DUSP3 inh | CCHF vOTU inh | Yp Topo-I inh |
| --- | --- | --- | --- | --- | --- | --- | --- | --- | --- | --- |
| O=C(NC(=S)Nc1ccc(N2CCOCC2)cc1)c1cncc(Br)c1 | 1.1 | -2 | -2 | 0.9 | -8 | . | -0.2 | -4 | -1 | 2 |
| Cc1cc(C)c(S(=O)(=O)Nc2ncn[nH]2)c(C)c1 | -0.4 | -2 | -4 | -0.7 | -6 | 0.4 | -0.1 | 4 | -1 | 6 |
| CC(/C=C/c1ccccc1)=N\NC(=O)Cn1cncn1 | -2.7 | 6 | -3 | 1.4 | . | -2.0 | -0.7 | 23 | -5 | -10 |
| O=C(Nc1ccc2c(c1)N(S(=O)(=O)c1cccs1)CCC2)c1c(F)cccc1F | 2.0 | -5 | . | 0.2 | 3 | -0.1 | i | . | 1 | 4 |

Next results.
SMILES	BoNT A protease	Anthrax LF inh2	SARS 3CLpro inh	PfHsp40 yeast	PriA SSB inh	TcdB GH inh	BH1578 lux ind	DUSP3 inh	CCHF vOTU inh	Yp Topo-I inh
CS(=O)(=O)Nc1ccc(C(=O)N2CCN(c3ccccc3)CC2)cc1	1.8	-6	2	-0.1	-1	3.1	-0.2	-11	20	5
Cc1ccc(C(=O)N/N=C\c2cccnc2)s1	-1.8	2	0	-0.3	.	0.7	-0.7	4	19	3
COc1ccc(Cl)cc1-c1noc([C@@H]2O[C@H](CO)[C@@H](O)[C@H]2O)n1	0.1	-3	.	.	.	0.3	-0.4	.	-4	6
COCC(C)NS(=O)(=O)c1ccc(C(=O)NCCCn2ccc3ccccc32)cc1 (configuration not stated)	-0.2	-1	3	-1.3	0	-9.8	-3.8	12	4	11
CCCCN(CC)CCCNC(=O)C1c2ccccc2C(=O)N(C)C1c1cn(C)c2ccccc12 (configuration not stated)	0.6	3	3	0.2	-2	.	i	0	9	0
Cc1cc(Cl)ccc1NC(=S)NCC(O)c1ccccc1 (configuration not stated)	-2.8	-20	3	5.6	-12	1.4	0.8	-8	-11	0
COc1ccc(-c2nnc(Nc3ccc(OC)c(C(=O)N4CCCCC4)c3)c3ccccc23)cc1	-2.7	-2	4	1.7	16	.	i	22	3	3
COc1ccc(OC)c(N=CC2=C(O)CC(C)(C)CC2=O)c1	-0.1	-7	-5	1.3	0	.	i	-4	15	13
O=S(=O)(c1ccccc1)N1CCN(C/C=C/c2ccccc2)CC1	-1.1	5	-2	-0.4	-1	1.4	i	19	-17	23
COc1cccc(NC(=O)C2C3C=CC(C3)C2C(=O)O)c1 (configuration not stated)	1.4	14	4	-0.2	-3	1.0	0.5	24	1	-8
O=C(NC1CCCC1)c1cc2nc(-c3ccccc3)cc(-c3ccccc3)n2n1	-0.5	-3	5	-0.3	-17	1.5	-0.9	15	-10	0
CC12CCC(C/C1=N/NC(=O)Nc1ccccc1)C2(C)C (configuration not stated)	-0.2	-2	-1	0.0	.	0.0	0.6	-3	23	3
COc1ccccc1C(C)N(C)Cc1nc(COc2ccccc2)no1 (configuration not stated)	-0.1	1	-2	1.7	-9	1.4	-1.6	-1	-5	0
Cc1cc(C)nc(N(C#N)Cc2ccc([N+](=O)[O-])cc2)n1	0.2	1	3	-1.1	-2	1.1	i	26	1	-4
Cc1cc(C(=O)NNc2ccc(Cl)cc2)no1	.	.	6	5.9	-3	.	i	31	13	-5
O=C(CNC(=O)c1ccccc1Br)Nc1cccc(S(=O)(=O)Nc2ccccc2Cl)c1	-0.2	-4	.	-1.3	-5	-0.8	-0.3	.	16	8
O=C(COC(=O)CNC(=O)c1ccc(Cl)cc1Cl)NC(=O)NCc1ccccc1	1.8	-2	.	-1.3	-3	1.5	i	.	21	22
Cc1c(OCC(=O)NC(Cc2c[nH]c3ccc(O)cc23)C(=O)O)ccc2c3c(c(=O)oc12)CCC3 (configuration not stated)	0.5	6	-2	1.7	3	0.8	i	26	6	6
C#CCN(C[C@H]1[C@H](OC(=O)NCCCCCC)[C@H](OC(=O)NCCCCCC)C[C@H]2C(=O)N(c3ccccc3)C(=O)[C@@H]12)S(=O)(=O)c1ccc(C)cc1	-0.1	0	.	.	.	3.5	-0.6	.	22	26
CCOC(=O)N1CCN(C(=O)/C(=C/c2ccc(Br)cc2)NC(=O)c2ccc(OC)cc2)CC1	1.8	6	0	-0.6	-6	1.3	-0.5	-4	4	14
Cc1ccc(OCCNS(=O)(=O)c2ccc(N3CCCC3=O)cc2)cc1	-0.3	-2	-1	8.6	-10	.	i	13	24	1
Cc1ccc(S(=O)(=O)N2CCCCC2)cc1C(=O)Nc1cccnc1	0.3	-3	4	-0.5	-8	-1.3	i	3	-2	5
